Tn7 DDE FP: inhibitors of Tn7 peptide binding to human fibrin DD(E); P02675; FP displacement of FITC-Tn7 peptide from fibrin DD(E); 0% = median of compound wells per plate; inhibition, % at 8.3 µM; hit rate 0.13% among 370,000; AID 720508;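 active = inhibition above the mean of compounds falling within the control limits plus 3 SD of them, cut at about 14% in these data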;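 note: 0% = plate median of compound wells and 100% = 10 µM Aha-Tn7 peptide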
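Test system: human clot-derived fibrin DD(E) complex / Quantity: 2 µM final DD(E) protein / Incubation: 10 min plus 3 h, room temperature / Measured by: fluorescence polarization / Benchmarks: high control of 10 µM Aha-Tn7 peptide / Replicates: singlicate testing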
ASAP1 inh: inhibitors of human ASAP1 ArfGAP activity; ASAP1-stimulated ARF1 GTP hydrolysis, GDP FP detection; hit rate 0.19% among 360,000; inhibition, % at 16.5 µM; in the data active = inhibition above about 25%;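 note: 0% = vehicle with enzyme and substrate and 100% = no enzyme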
ADAM17 inh: inhibitors of human ADAM17; hit rate 0.83% among 370,000; recombinant ADAM17, EDANS/DABCYL FRET peptide cleavage; inhibition, % at 6.95 µM; AID 720648;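 active = inhibition above the mean of compounds lying between control limits plus 3 SD, set per campaign, cut at about 8.5% in these data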;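 note: 0% = DMSO-only wells as the low control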
Target sequence (P78536 215-824 limits assumed): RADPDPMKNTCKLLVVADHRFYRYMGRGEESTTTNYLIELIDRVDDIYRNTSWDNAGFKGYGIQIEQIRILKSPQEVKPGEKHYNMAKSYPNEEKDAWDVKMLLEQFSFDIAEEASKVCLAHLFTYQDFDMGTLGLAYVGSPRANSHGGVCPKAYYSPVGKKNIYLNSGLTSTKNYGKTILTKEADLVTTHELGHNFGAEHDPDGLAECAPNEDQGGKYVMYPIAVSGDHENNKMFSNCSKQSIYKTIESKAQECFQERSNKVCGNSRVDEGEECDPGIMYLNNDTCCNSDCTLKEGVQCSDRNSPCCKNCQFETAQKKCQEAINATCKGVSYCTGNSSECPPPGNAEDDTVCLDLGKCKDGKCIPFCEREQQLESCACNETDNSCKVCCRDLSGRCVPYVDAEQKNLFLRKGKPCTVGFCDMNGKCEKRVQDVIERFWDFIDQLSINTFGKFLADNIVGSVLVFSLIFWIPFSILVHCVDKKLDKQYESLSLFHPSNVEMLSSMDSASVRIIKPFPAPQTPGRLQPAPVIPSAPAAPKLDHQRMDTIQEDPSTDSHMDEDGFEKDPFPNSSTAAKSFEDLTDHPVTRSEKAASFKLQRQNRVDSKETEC
ADAM10 inh: inhibits human ADAM10; O14672; recombinant ADAM10, EDANS/DABCYL FRET peptide cleavage, 3 h; inhibition, % at 7 µM; hit rate 0.62% among 370,000; AID 720582;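 active = inhibition above a per-campaign cutoff equal to the mean of compounds falling between control-based bounds plus 3 SD, cut at about 20% in these data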;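 note: 0% = DMSO wells while the 100% control is not disclosed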
PLC-gamma1 inh: blocks human PLC-gamma1 enzyme activity; purified PLC-gamma1, fluorogenic substrate, fluorescence; inhibition, % at 12.2 µM; hit rate 0.84% among 370,000; in the data active = inhibition above about 9.5%
ARFGAP1 inh: rat ARFGAP1 inhibition. Arfgap1-stimulated ARF1 GTP hydrolysis, GDP FP detection. Q62848. hit rate 0.26% among 360,000. inhibition, % at 16.5 µM;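 active = inhibition above a per-plate limit, mean inhibition of low control wells plus 3 SD, cut at about 25% in these data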;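 note: 0% = DMSO wells with enzyme and 100% = wells lacking Arfgap1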
Target sequence (Q62848 1-136 limits assumed): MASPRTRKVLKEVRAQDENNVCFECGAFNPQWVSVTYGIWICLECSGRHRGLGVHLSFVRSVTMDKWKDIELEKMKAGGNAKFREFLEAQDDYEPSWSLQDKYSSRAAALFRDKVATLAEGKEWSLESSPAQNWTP
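Material: rat Arfgap1 GAP domain (His6, aa 1-136), purified enzyme. Also added: human ARF1(Δ1-17)-GTP substrate. Compound dosing: 16.5 µM single point, 1.26% DMSO. Timing: enzyme reaction 120 min at 25 °C after 20 min preincubation. Signal: GDP detection by fluorescence polarization. Read-out basis: percent inhibition of GAP-stimulated GDP formation, scaled between DMSO and no-Arfgap1 medians.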
PLC-beta3 inh: inhibitors of human phospholipase C beta3 | AID 720704 | hit rate 0.18% among 370,000 | Purified PLC-beta3, fluorogenic substrate, fluorescence | inhibition, % at 12.2 µM; in the data active = inhibition above about 11%;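 note: 0% = median of compound wells on plate and 100% = full blocker control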
TDP2 inh: blocks human TDP2 phosphodiesterase activity; inhibition, % at 12.8 µM; hit rate 0.34% among 370,000; recombinant TDP2, T5PNP hydrolysis, p-nitrophenol absorbance 415 nm; O95551;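 active = inhibition above the mean of all tested compounds plus 3 SD, set per campaign, cut at about 25% in these data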;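 note: 0% = DMSO with enzyme and 100% = buffer with substrate but no TDP2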
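System – recombinant human TDP2 · Amount – 120 nM TDP2 per well · Buffer or medium – Mg2+-containing Tris-HCl buffer, pH 7.5 · Reagent – T5PNP substrate, 5 mM · Dosing – 12.8 µM single point, 1% DMSO · Incubation – 2 h at 37 °C · Measured by – epi absorbance · Read-out basis – percent inhibition · Benchmarks – high control without enzyme, low control DMSO plus TDP2 · Repeats – singlicate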
DDE Tn6 FP inh: inhibitors of Tn6 peptide binding to human fibrin DD(E); Fibrin DD(E) TRITC-Tn6 fluorescence polarization displacement; inhibition, % at 8.3 µM; hit rate 0.21% among 370,000;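 active = inhibition above a per-campaign cutoff: mean of compounds within control limits plus 3 SD, cut at about 15% in these data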;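 note: 0% = median of all compound wells on the plate and 100% = blocking peptide control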
SIAE inh: blocks human sialic acid acetylesterase. Q9HAT2. SIAE FP-Rh probe binding, fluorescence polarization. inhibition, % at 9.66 µM. hit rate 0.69% among 370,000;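 active = inhibition above a cutoff: mean of compounds within the control limits plus 3 SD of those, cut at about 17% in these data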;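 note: 0% = plate median of compound wells and 100% = probe without SIAE protein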
Starred values were filed as active, the others as inactive; . = no result given. Compounds as they come. About 3.6% of those tested had a hit in this group.

SMILES	Tn7 DDE FP	ASAP1 inh	ADAM17 inh	ADAM10 inh	PLC-gamma1 inh	ARFGAP1 inh	PLC-beta3 inh	TDP2 inh	DDE Tn6 FP inh	SIAE inh
OCCN1CCN(C(=S)NCCc2ccccc2)CC1	-1	0	-4	-5	0	8	4	3	3	15
CC1CN(C(=S)NC(=O)c2ccc(Cl)cc2)CC(C)O1 (stereo not drawn)	0	5	0	-3	2	8	-7	6	1	3
COc1cc2[nH]c(=O)n(CCCCCC(=O)NCCCN3CCOCC3)c(=O)c2cc1OC	-2	4	-12	-55	0	7	-2	-2	1	4
CCOC(=O)C1CCCN(C(=O)Cn2nc(C)n3nc(-c4ccccc4)cc3c2=O)C1 (stereo not drawn)	1	7	-3	-6	-1	-3	-7	17	-1	1
C/C(=N\NC(=S)Nc1ccc(C)cc1)c1cccc(N)c1	-1	6	-4	-4	-3	12	-16	9	0	6
CSc1ccc(CN2CCC(C)(Oc3cnc(Cl)c4ccccc34)C2)cc1 (stereo not drawn)	0	-1	-36	-128	-35	1	-44	6	-3	-3
O=C(O)CNS(=O)(=O)c1ccc(C2CCCCC2)cc1	6	15	-3	-1	1	11	-2	-7	-1	2
CCCCn1c(=O)n(CC(=O)Nc2ccc(OC)c(Cl)c2)c(=O)c2c1nc(CO)n2CCC	1	-2	-3	-12	9.7*	2	6	-3	-1	-1
CC1(C)CC(=O)C2=C(C1)NC(=O)CC2c1cc2c(cc1Br)OCO2 (stereo not drawn)	3	-4	-6	-7	-1	1	0	-1	-4	-2
COc1ccc(CCNC(=O)CSc2nc(-c3ccco3)cc(C(F)(F)F)n2)cc1	4	2	-5	1	-3	1	-7	4	-6	-5
COc1ccc(-n2c3c(c(=O)[nH]c2=O)C(NC(=O)c2ccncc2)(C(F)(F)F)C(=O)N3)cc1 (stereo not drawn)	-4	-5	3	-3	2	14	3	0	-3	5
O=C(NCC(c1ccco1)N1CCCC1)c1ccc(S(=O)(=O)Nc2ccccc2Cl)cc1 (stereo not drawn)	5	-9	0	-10	-2	2	-11	2	-2	-1

Reprinted at random: 3 compounds from above.
SMILES	Tn7 DDE FP	ASAP1 inh	ADAM17 inh	ADAM10 inh	PLC-gamma1 inh	ARFGAP1 inh	PLC-beta3 inh	TDP2 inh	DDE Tn6 FP inh	SIAE inh
O=C(O)CNS(=O)(=O)c1ccc(C2CCCCC2)cc1	6	15	-3	-1	1	11	-2	-7	-1	2
OCCN1CCN(C(=S)NCCc2ccccc2)CC1	-1	0	-4	-5	0	8	4	3	3	15
COc1ccc(-n2c3c(c(=O)[nH]c2=O)C(NC(=O)c2ccncc2)(C(F)(F)F)C(=O)N3)cc1 (stereo not drawn)	-4	-5	3	-3	2	14	3	0	-3	5

Additional results follow:
SMILES	Tn7 DDE FP	ASAP1 inh	ADAM17 inh	ADAM10 inh	PLC-gamma1 inh	ARFGAP1 inh	PLC-beta3 inh	TDP2 inh	DDE Tn6 FP inh	SIAE inh
CCc1ccc(N(C)S(=O)(=O)c2ccc3[nH]cc(C(=O)NCCN4CCOCC4)c(=O)c3c2)cc1	-11	12	-5	-18	3	22	0	-12	-5	-3
O=C(N/N=C/c1cccnc1)c1cc(-c2ccccc2)nc2ccccc12	-4	-2	-2	-5	-4	-1	-16	12	-12	-2
O=C(OCCN1CCOCC1)c1cccs1	-3	12	2	-3	1	1	7	-1	2	-6
Cc1c(C(=O)NCC2CCCO2)oc2ccc(S(=O)(=O)N3CCCCC3)cc12 (stereo not drawn)	0	0	0	-7	2	1	-1	8	2	0
Cc1ccc(-c2csc(N(CCc3ccccc3)C(=O)COc3ccccc3)n2)cc1	1	0	2	-11	4	-2	-1	-6	7	-1
CC(C)(C)[C@H]1C=C(C(=O)N2CCN(Cc3ccc4c(c3)OCO4)CC2)O[C@@H](OCc2ccc(CO)cc2)C1	-1	2	7	-2	8	7	0	-5	-1	6
O=C(c1ccccc1[N+](=O)[O-])N1CCCC(C(=O)N2CCCCCC2)C1 (stereo not drawn)	2	-16	-1	9	7	-10	-1	-9	0	1
Cc1ccc(S(=O)(=O)N(C)C)cc1NC(=O)COC(=O)c1cccs1	4	-6	-2	-1	0	-7	2	9	-2	-5
O=C(Nc1ccccc1F)c1cc2nc(C(F)F)cc(C(F)F)n2n1	-11	2	-1	-5	-1	9	-5	5	3	2
CCCCN(C(=O)c1ccccc1F)c1c(N)n(CCC)c(=O)[nH]c1=O	-4	-10	-3	-5	1	-1	-3	5	4	-3
Cc1ccc(-c2nn(-c3ccccc3)cc2C(=O)N2CCOCC2)cc1C	-4	7	4	3	8	5	0	-8	2	3
O=C(CNC(=O)c1ccc(Cl)cc1Cl)OCc1nnc(-c2ccccc2)o1	-2	-5	3	-11	-2	-11	-9	-6	3	8
O=C(NC1CC2CCC(C1)N2C(=O)NC1CCCCC1)NC12CC3CC(CC(C3)C1)C2 (stereo not drawn)	4	-9	-2	-10	3	4	2	-3	5	-4
CCCCn1c(CCc2ccccc2)nc2cc3[nH]c(=O)c(C(C)C)nc3cc21	0	1	-69	-278	-217	7	-205	4	2	1
COc1ccc(C(=O)NCc2nnc(SCC(=O)NCc3ccco3)o2)cc1	1	4	-3	-5	1	-7	4	-3	-2	-4
CCCNC(=O)C(=O)NCCC1=CCCCC1	-5	15	0	3	3	11	3	-3	-2	8
CC1(C)Cc2c(c(N3CCCC3)nc3sc4c(N5CCN(CCO)CC5)ncnc4c23)CO1	3	-6	-34	-104	-187	10	-197	0	0	10
CCc1ccc(-c2nc(C(N)=O)c3[nH]c(=O)n(-c4ccccc4OC)c3n2)cc1	2	-4	-6	-24	-2	2	-5	-9	7	-8
Cc1cc(C)nc(Nc2nc(C(N)Cc3ccc(F)cc3)cs2)n1 (stereo not drawn)	-3	8	-1	1	1	6	1	-2	-13	-9
Cc1occc1-c1nnc(SCC(=O)NC2CCCC2)n1C	10	1	-2	5	1	-3	-3	-10	2	-2
O=C(/C=C/c1ccc(OCCCF)cc1)Nc1ccnc(-c2ccncc2)n1	-4	7	-3	5	0	11	3	-8	5	-2
COc1cc2c(cc1OC)C(C)N(C(=O)CCc1c[nH]c3ccccc13)CC2 (stereo not drawn)	1	17	-3	1	-2	10	-7	2	-4	-3
C/C(=N\Nc1nc(N2CCOCC2)nc(N2CCOCC2)n1)c1cccc([N+](=O)[O-])c1	-5	-3	-1	-5	-6	7	-8	3	0	4
CCc1cccc2c1NC(=O)C2=O	2	-13	-3	-13	-4	19	-1	-5	1	2
CCOC(=O)N1CCN(C(=O)CNC(=O)Cn2cnc3ccccc3c2=O)CC1	-2	-7	-4	2	1	3	-1	8	-5	-5
CCOC(=O)c1[nH]c2cc3c(cc2c1NC(=O)CN1CC(C)CC(C)C1)OCO3 (stereo not drawn)	11	-3	-36	-86	-48	6	-50	1	2	2
CC(OC(=O)COc1ccc(C#N)cc1)C(=O)Nc1ccc(Cl)cn1 (stereo not drawn)	5	8	-3	-8	1	3	-5	-3	5	-1
COc1cc(/C=N/NC(=O)c2cccc([N+](=O)[O-])c2)ccc1OCc1ccccc1	1	8	0	-2	8	-13	0	14	-3	-2
CCCc1nc2oc3c(NCCOCCO)ncnc3c2c2c1COC(C)(C)C2	8	1	-26	-111	-8	7	-11	-1	1	5
O=C(Nc1ccc2c(c1)OCCO2)C(C1CC1)n1c(=O)c(-c2ccccc2)nc2ccccc21 (stereo not drawn)	-1	-2	-9	-25	-8	3	-12	1	5	-4
CN(Cc1cnn(Cc2ccccc2)c1)C(=O)c1cccc(S(=O)(=O)N2CCOCC2)c1	0	3	0	-10	-3	1	-5	-7	1	-2
CCOC(=O)N1CCN(Cc2cn3ccccc3n2)CC1	-2	-8	-5	-10	0	5	0	16	8	1
COC(=O)Cn1c(=N)n(CCN2CCCCC2)c2ccccc21	1	11	-3	-6	0	-21	3	11	-3	6
CCN(CC(=O)Nc1c(F)cccc1F)C(=O)c1ccc2c(=O)n3c(nc2c1)CCC3	2	-3	-15	-44	-11	-3	-14	14	5	2
N#CCC(CNc1ncc(C(F)(F)F)cc1Cl)OC(=O)c1c(F)cccc1F (stereo not drawn)	-3	7	8	11	-1	6	7	-15	-5	-7
COc1ccc(N2CCN(CCCNC(=O)COc3ccc(F)cc3)CC2)cc1	9	.	-3	-4	0	.	0	3	-2	2
O=S(=O)(c1ccccc1)N1CCN(c2ncnc3scc(-c4ccccc4)c23)CC1	3	-2	2	4	1	-9	-3	14	1	-17
CC1(C)OC(=O)N(c2ccccc2)C12C=Cc1cc(Br)ccc1O2 (stereo not drawn)	3	19	3	14	4	-5	3	-4	-4	-4
Cc1ccc(C)c(/C=C/C(=O)c2ccccc(=O)c2O)c1	-2	3	0	4	-7	-8	-11	0	-1	11
CC(=O)Nc1ccc(SCC(=O)NCCc2ccc(F)cc2)cc1	3	17	-4	5	0	8	-6	0	0	5
Clc1cccc(-c2nnc(SCc3nc4ccccc4[nH]3)n2Cc2ccco2)c1	2	4	-11	-37	-37	19	-52	-2	-10	-7
COc1ccc(OC)c(C(C[N+](=O)[O-])c2c(C)cc3ccccn23)c1 (stereo not drawn)	-6	-6	0	6	-20	5	-41	-2	1	6
CN1CCN(CC(=O)NC23CC4CC(CC(C4)C2)C3)CC1	2	-10	-3	-8	-1	-12	-5	-10	2	3
CCCCNC(=O)CCCCC(=O)N/N=C/c1ccccc1Cl	-1	-16	0	-6	-7	-17	-4	-1	2	-2
CCNC(=O)NC(=O)C(C)OC(=O)CNS(=O)(=O)c1c(Cl)cc(Br)cc1Cl (stereo not drawn)	-4	12	1	-8	3	0	-1	9	4	-4
Cc1ccc2oc(-c3cccc(NC(=O)/C=C/c4cccc([N+](=O)[O-])c4)c3C)nc2c1	-5	6	-3	-3	-12	7	-13	0	-2	-16
CCN(CC)CCn1c(=N)n(CC(O)c2ccc(OC)c(OC)c2)c2ccccc21 (stereo not drawn)	1	-3	-4	-4	-2	4	2	-10	6	-4
O=C(COc1ncnc2ccc(Br)cc12)Nc1ccc(N2CCOCC2)cc1	-2	9	-3	11	1	-3	-1	-10	-4	9
O=C(CN1CCCC1c1cccs1)N1CCN(S(=O)(=O)c2cccc(F)c2)CC1 (stereo not drawn)	-3	4	0	-2	0	2	-4	-9	0	2
CC1(C)CC(=O)c2cc(OCC(=O)NCCCN3CCN(c4ccc(F)cc4)CC3)ccc2O1	-1	6	-107	-366	-282	3	-404	-3	3	-4
Cc1nc(NC(=O)/C=C/c2ccccc2)sc1C(=O)Nc1ccc(Cl)cc1	7	11	-2	-17	-16	9	-16	-4	0	-10
Cc1cc(O)c(NC(=O)c2ccco2)cc1C	-5	1	0	5	5	3	3	-3	-8	1

Assay outcomes (PubChem)
